# Compound activity (PubChem)
# Salmonella PhoP GFP = PhoP regulon inhibitors, Salmonella typhi PhoP promoter GFP reporter, confirmatory (AID 1850) | Salmonella Typhi PhoP-promoter GFP reporter, fluorescence, 4 h; higher % means a stronger effect | inhibition, % at 50 µM; hits with a dose series show IC50 in µM | hit rate 0.33% among 310,000; in the data active = a potency from the dose series; inconclusive = inhibition mostly from about 25% at the one dose, without a potency; inactive = the rest, 99 in 100 with inhibition below about 19%;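 note: 0% = induced wells with vehicle and 100% = uninduced wells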
# H37Rv inhibition = M. tuberculosis growth inhibition, HTS (AID 449762) | M. tuberculosis H37Rv growth inhibition, 7H9 media; higher % means a stronger effect | inhibition, % at 25 µM; hits with a dose series show IC50 in µM | hit rate 0.59% among 330,000; in the data active = a potency from the dose series; inconclusive = inhibition above about 70% without an active follow-up result;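 note: bacterial growth assessed after seven days of incubation; strong numbers were not always called active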
# influenza NS1A = NS1A inhibition, H1N1 influenza, cell based functional assay (AID 504329); hit rate 0.3% among 340,000; NS1A functional cell-based assay, percent inhibition; higher % means a stronger effect; one-dose inhibition, % at 12.5 µM; IC50 in µM for titrated hits; in the data active = a potency from the dose series; inconclusive = inhibition above about 27% without an active follow-up result; note: strong numbers were not always called active
# tuberculosis growth = growth inhibition of non-replicating M. tuberculosis (AID 488890); hit rate 0.39% among 320,000; Mycobacterium tuberculosis non-replicating, growth inhibition; higher % means a stronger effect; inhibition, % at 25 µM, or IC50 in µM where a hit was titrated; in the data active = a potency from the dose series; inconclusive = inhibition mostly from about 82% at the one dose, without a potency; inactive = the rest, 99 in 100 with inhibition below about 76%;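 note: plate controls were DMSO cells for no effect and high antibiotic wells for full effect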
# VEEV TC-83 Vero = inhibitors of VEEV TC-83 cytopathic effect, confirmation, Vero cells (AID 588727). Vero cells, VEEV TC-83 cytopathic effect inhibition; higher % means a stronger effect. inhibition, % at 20 µM, or IC50 in µM where a hit was titrated. hit rate 0.13% among 350,000; in the data active = a potency from the dose series; inconclusive = inhibition mostly from about 14% at the one dose, without a potency; inactive = the rest, 99 in 100 with inhibition below about 12%; note: strong numbers were not always called active
# VEEV TC-83 Vero 10K pilot screen = further read-out of VEEV TC-83 Vero, marked with its call; inhibition, %; measured here: 10K pilot screen inhibition
# The depositor's hits bear a star; i = inactive; ? = inconclusive; . = no result given.
SMILES,Salmonella PhoP GFP,H37Rv inhibition,influenza NS1A,tuberculosis growth,VEEV TC-83 Vero,others
CN(C)CCCNC(NC(=O)c1cccs1)C(Cl)(Cl)Cl (centres undefined),-11%,3%,13%,-21%,i,
CC(=O)N1CCN(C(=O)c2c(-c3ccccc3)noc2C)CC1,.,-12%,-7%,-4%,i,
CC(=NCCCO)c1c(O)[nH]c(=O)[nH]c1=O,-1%,0%,.,-4%,1.3%,
COc1ccc(CN2CCCCC2C)cc1C (centres undefined),4%,-3%,1%,?,1.2%,
CCc1ccc2c(c1)C1(C(=O)N2)N2CCCC2C(C(=O)c2ccc3ccccc3c2)C12C(=O)Nc1ccccc12 (centres undefined),-15%,13µM*,3%,36%,i,
O=C1c2ccccc2OC2(C=Cc3ccccc3O2)N1Cc1ccccc1 (centres undefined),-35%,9%,2%,14%,5.2%,VEEV TC-83 Vero 10K pilot screen=3.6
CC(C)(C)C(=O)Nc1ccccc1C(=O)OCC(=O)c1ccc2c(c1)OCCO2,-3%,5%,0%,-8%,9.5%,
C=CCn1c(SCC(=O)c2c(N)n(CCC)c(=O)n(C)c2=O)nc2sc(CC)cc2c1=O,-5%,1%,-6%,4%,10.0%,
COc1ccc([N+](=O)[O-])cc1NC(=S)NC(NC(=O)Cc1ccc(OC)c(OC)c1)C(Cl)(Cl)Cl (centres undefined),-8%,-7%,4%,-21%,9.9%,
CC(=O)Nc1ccc(S(=O)(=O)Nc2ccc3[nH]c(=O)[nH]c3c2)cc1,-8%,1%,13%,0%,1.6%,
S=C1N(c2ccccc2)C(c2cccc3ccccc23)N2CCCN12 (centres undefined),12%,-9%,7%,3%,1.4%,
Cc1cccc(-c2nnc(SCC#N)n2C)c1,2%,-2%,1%,10%,0.7%,
O=C(C1COc2ccccc2O1)N1CCN(c2ccc(F)cc2)CC1 (centres undefined),6%,9%,-1%,-4%,1.1%,
COc1cccc(/C=N/NC(=O)c2[nH]c(C)c(C(=O)N/N=C/c3cccc(OC)c3)c2C)c1,5%,3%,-1%,18%,5.7%,
COC(=O)c1ccc(COC(=O)c2ccc(CO)cc2)o1,-5%,9%,-2%,21%,0.9%,
Cc1cccc(C)c1NC(=O)COC(=O)C1Cc2ccccc2CN1C(=O)c1ccccc1 (centres undefined),-5%,3%,-6%,4%,0.1%,
CC(C(=O)NC1C=CS(=O)(=O)C1)N1C(=O)/C(=C/c2cccc(Cl)c2)SC1=S (centres undefined),69µM*,-10%,3%,-23%,6.6%,
COC(=O)Cn1c(CN2CCN(C(=O)c3ccco3)CC2)nc2c1c(=O)n(C)c(=O)n2C,-9%,5%,-15%,0%,i,
O=C(CSc1nnc(-c2ccco2)o1)c1ccc([N+](=O)[O-])cc1,-7%,9%,.,-2%,0.3%,
COC(=O)[C@]1(C)N[C@H](c2ccc(SC3CCCCC3)cc2)[C@@H]2C(=O)N(C)C(=O)[C@@H]21,-6%,3%,-14%,5%,3.7%,
CN(C)c1nnnn1Cc1ccc(Cl)cc1Cl,-8%,-5%,2%,16%,1.9%,
CCn1c(-c2nn(C)cc2Cl)n[nH]c1=S,-3%,0%,8%,-9%,1.1%,
Cc1nnc(NC(=O)c2nc(S(=O)(=O)Cc3ccccc3C)ncc2Cl)s1,-3%,2%,4%,35%,?,
Cc1nc(/C(N)=N/OC(=O)c2ccc(Cl)cc2)c(C(F)(F)F)o1,-1%,-4%,-2%,16%,0.8%,
O=c1nc(N/N=C/c2ccco2)cn[nH]1,-11%,8%,-1%,11%,i,
COC(=O)Cn1c(CCS(=O)(=O)c2ccc(C)c(C)c2)nc2ccccc21,-3%,0%,6%,22%,i,
CCCCN(Cc1ccccc1)C(=O)CCN1C(=O)C2C3C=CC(C3)C2C1=O (centres undefined),6%,-1%,-4%,15%,0.6%,
COC(=O)c1cccnc1-n1c(=O)c2cccnc2n(Cc2ccc([N+](=O)[O-])cc2)c1=O,-3%,-1%,-6%,1%,0.5%,
CC1CCN(S(=O)(=O)c2ccc3c(c2)N(CC(=O)NCCCN2C(C)CCCC2C)C(=O)CO3)CC1 (centres undefined),-17%,-8%,2%,31%,1.1%,
C[C@@H]1C=C[C@](Cc2ccccc2)(C(=O)O)N1C(=O)c1ccccc1,0%,2%,-2%,-22%,0.0%,
NS(=O)(=O)c1ccc(N/N=C2/CCCCC2C2CCCCC2)c([N+](=O)[O-])c1 (centres undefined),-5%,7%,6%,5%,i,
O=C(NCCSCc1ccccc1)c1ccc(Cl)c(S(=O)(=O)N2CCOCC2)c1,4%,-3%,4%,-10%,1.1%,
COc1cc2ccccc2cc1C(=O)N1CCN(c2ccccn2)CC1,7%,2%,-3%,13%,0.5%,
OC(CN1CCCCC1)Cn1c(C(F)(F)F)nc2ccccc21 (centres undefined),0%,5%,-10%,-7%,0.5%,
COc1ccc(C(=O)OCc2c(-c3cccc(OC)c3)ncc3ccccc23)cc1,.,-7%,-6%,-14%,10%,
Cc1ccc(CNC(=O)CCCNC(=O)c2ccc(Cl)cc2)n1C,-1%,-27%,-19%,11%,i,
O=C(NNC(=O)c1ccccc1Cl)c1ccc(-n2cncn2)c([N+](=O)[O-])c1,.,1%,-25%,-6%,2.8%,
NS(=O)(=O)c1cccc(NC(=O)CCCNC(=O)c2ccc(Cl)cc2)c1,-5%,-2%,-15%,0%,i,
Clc1nc(CN2CCCCC2)nc2sc3c(c12)CCCC3,16%,7%,-1%,30%,4.0%,
COC(=O)c1scc2c(=O)cc(C(F)(F)F)[nH]c12,-22%,2%,0%,4%,1.0%,
COc1ccc(N2CC(C(=O)NCc3nnnn3-c3ccc(C)c(C)c3)CC2=O)cc1 (centres undefined),4%,5%,11%,7%,2.5%,
COc1ccc(CCC(=O)NC2CCC(C)CC2)cc1 (centres undefined),11%,4%,0%,2%,1.5%,
Cc1cccc(OCC(=O)Nc2nnn(C)n2)c1C,4%,-2%,-1%,.,0.5%,VEEV TC-83 Vero 10K pilot screen=0.9
COc1ccccc1NC(c1cccnc1)c1ccc2cccnc2c1O (centres undefined),4%,7%,17%,-5%,?,
COc1ccc(CCNC(=O)C2CCCN(S(=O)(=O)c3ccc(F)cc3)C2)cc1OC (centres undefined),-1%,5%,3%,16%,2.0%,
COc1ccc(C=C2SC(=S)NC2=O)cc1,.,.,5%,.,2.7%,
COc1ccccc1C(=O)OCC(=O)NCCNC(=O)COC(=O)c1ccccc1OC,-10%,-2%,1%,8%,1.5%,
CNC(=O)c1ccccc1NC(=O)c1cccc(S(=O)(=O)N2CCCCC2)c1,-3%,-2%,8%,19%,0.9%,
O=C(NNC(=O)c1ccc[nH]1)Nc1cc(Cl)cc(Cl)c1,-3%,3%,.,24%,2.0%,
Cc1cc(C)n(CC(O)COc2ccccc2[N+](=O)[O-])n1 (centres undefined),-5%,2%,-6%,-14%,1.5%,
# Continued.
SMILES,Salmonella PhoP GFP,H37Rv inhibition,influenza NS1A,tuberculosis growth,VEEV TC-83 Vero,others
CCCC(=O)N1CCN(c2ccc([N+](=O)[O-])c(NC(C)c3ccccc3)c2)CC1 (centres undefined),1%,2%,9%,22%,i,
COc1cccc(-c2cc(C(=O)N3CCc4ccccc4C3)no2)c1,2%,2%,0%,66%,3.5%,VEEV TC-83 Vero 10K pilot screen=6.3
O=C(CC(=O)N/N=C\c1cccc(Cl)c1Cl)NCc1ccccc1,-6%,4%,3%,7%,11%,
CC(C)OP(=O)(OC(C)C)C(Nc1ccc(C(=O)O)cc1)c1ccccc1 (centres undefined),3%,3%,17%,5%,2.5%,
OC(COc1c(F)cc(Br)cc1F)CN1CCOCC1 (centres undefined),3%,6%,-2%,-3%,0.1%,
COc1ccc(-c2ccc(=O)n(CC(=O)Nc3ccc4c(c3)OCCO4)n2)cc1,2%,-4%,12%,-2%,0.1%,
CC(=O)Nc1sc(C)c(C)c1C(=O)OCC(=O)N(CC(C)C)C1CCS(=O)(=O)C1 (centres undefined),9%,0%,-11%,-2%,0.4%,
COc1ccc(CCNC(=O)Cc2ccc([N+](=O)[O-])cc2)cc1OC,-10%,0%,-6%,-2%,2.5%,
Cc1c(CNC(=O)c2c([N+](=O)[O-])cnn2C)cnn1C,8%,-5%,5%,-4%,3.0%,
CC(=O)N1N=C(c2c(-c3ccccc3)c3cc(Br)ccc3[nH]c2=O)CC1c1ccco1 (centres undefined),-1%,6%,-3%,51%,?,
COc1ccc(C(=O)Nc2cc(Cl)ccc2Cl)c(OC)n1,-12%,-8%,-23%,3%,0.8%,
Cc1[nH][nH]c(=O)c1N=Nc1ccccc1Cl,3%,-1%,10%,2%,2.8%,
CC(C)(C)NC(=O)/C(=C/c1ccccc1F)NC(=O)c1ccc([N+](=O)[O-])cc1,7%,1%,-5%,1%,1.8%,
CC(=O)/C=C(\C)N=Nc1c(O)[nH]c2ccccc12,3%,7%,19%,7%,0.9%,
Cc1sc(NC(=O)C2=COCCO2)nc1-c1ccc(Cl)cc1,3%,11%,-1%,.,6.3%,
COc1ccc(S(=O)(=O)N2CCN(c3cc(-c4ccccc4)nc4ncnn34)CC2)cc1,-10%,?,2%,36%,i,
COC(=O)Cn1c(CN2CCOCC2)nc2c1c(=O)[nH]c(=O)n2C,.,-1%,32%,.,1.4%,
O=C1NCC(O)=C1C=NCCO,-1%,5%,-3%,-6%,0.1%,
CN1CC[n+]2cnc3ccccc3c21,-5%,-3%,-2%,8%,i,VEEV TC-83 Vero 10K pilot screen=0.4
Cc1cccc(CN2C(=O)CCSc3ccc(Cl)cc32)c1,17%,3%,3%,6%,2.3%,

# Molecules from the list above with a thiophene ring, fused or not, in the order listed:
SMILES,Salmonella PhoP GFP,H37Rv inhibition,influenza NS1A,tuberculosis growth,VEEV TC-83 Vero,others
CN(C)CCCNC(NC(=O)c1cccs1)C(Cl)(Cl)Cl (centres undefined),-11%,3%,13%,-21%,i,
C=CCn1c(SCC(=O)c2c(N)n(CCC)c(=O)n(C)c2=O)nc2sc(CC)cc2c1=O,-5%,1%,-6%,4%,10.0%,
Clc1nc(CN2CCCCC2)nc2sc3c(c12)CCCC3,16%,7%,-1%,30%,4.0%,
COC(=O)c1scc2c(=O)cc(C(F)(F)F)[nH]c12,-22%,2%,0%,4%,1.0%,
CC(=O)Nc1sc(C)c(C)c1C(=O)OCC(=O)N(CC(C)C)C1CCS(=O)(=O)C1 (centres undefined),9%,0%,-11%,-2%,0.4%,

# New compounds follow.
SMILES,Salmonella PhoP GFP,H37Rv inhibition,influenza NS1A,tuberculosis growth,VEEV TC-83 Vero,others
COc1ccc(/C(O)=C/C(=O)C(=O)NNC(=O)C(O)(c2ccccc2)c2ccccc2)cc1,1%,21%,-2%,-5%,2.0%,
CCOC(=O)c1cc(C)sc1N1C(=O)C2C3C=CC(C3)C2C1=O (centres undefined),1%,-12%,-4%,-3%,i,
O=C(CCc1ccccc1)NNC(=O)c1ccc(NC(=O)c2ccccc2)cc1,-8%,-14%,4%,-26%,1.0%,
CN1OC(COC(=O)c2ccccc2)CC1c1ccccc1 (centres undefined),2%,66%,-4%,60%,1.4%,
COCCNC(=O)CN1CCN(S(=O)(=O)c2ccc3c(c2)CCCC3)CC1,.,-11%,-1%,0%,0.5%,
COc1ccc(CNC(=O)N2CCN(C(=O)c3ccccc3)CC2)cc1,.,.,-3%,.,i,
CN(CCc1ccccn1)C(=O)Nc1cccc(Cl)c1,22%,5%,-28%,-2%,0.1%,
Oc1ccc(CNCC2COc3ccccc3O2)cc1 (centres undefined),-2%,-10%,-7%,9%,i,
CCCNC(=O)C1(O)c2cc(Br)ccc2NC(=O)N1c1ccc(Cl)cc1 (centres undefined),-8%,0%,-7%,9%,i,
CN(C)c1nc(OCCNC(=O)COc2ccc(Cl)cc2Cl)nc(N(C)C)n1,-1%,-5%,-9%,19%,i,

# Among those listed so far, three have a CF3 group:
SMILES,Salmonella PhoP GFP,H37Rv inhibition,influenza NS1A,tuberculosis growth,VEEV TC-83 Vero,others
Cc1nc(/C(N)=N/OC(=O)c2ccc(Cl)cc2)c(C(F)(F)F)o1,-1%,-4%,-2%,16%,0.8%,
OC(CN1CCCCC1)Cn1c(C(F)(F)F)nc2ccccc21 (centres undefined),0%,5%,-10%,-7%,0.5%,
COC(=O)c1scc2c(=O)cc(C(F)(F)F)[nH]c12,-22%,2%,0%,4%,1.0%,

# Additional entries
SMILES,Salmonella PhoP GFP,H37Rv inhibition,influenza NS1A,tuberculosis growth,VEEV TC-83 Vero,others
O=C(Cc1ccccc1)NCCSC1CCCCC1,-2%,-1%,-2%,74%,1.2%,
COc1ccc(NC(=O)C2CC(=O)N(CCc3ccc(Cl)cc3)C2)cc1 (centres undefined),-5%,51%,-5%,16%,8.7%,
O=C(NCCN1CCOCC1)Nc1ccc(F)cc1,5%,-8%,6%,-1%,0.5%,
CCOCCCNS(=O)(=O)c1cc(Br)cc2c1N(C(=O)C1CC1)CC2,4%,-3%,9%,57%,0.8%,VEEV TC-83 Vero 10K pilot screen=0.0
